AI-2 QS mod: Vibrio harveyi AI-2 quorum sensing modulators, primary screen, JMH597 strain, luminescence/OD600 ratio. hit rate 0.4% among 300,000. Vibrio harveyi JMH597 AI-2 luminescence/OD600 ratio, 9 h; stronger effect = lower value; strain lacks LuxN and CqsS sensors; 0 = neutral-control median. activity change, % at 7.5 µM; in the data active means activity change below about -75%, passing the limit was not always enough; inconclusive means no clear call, values can overlap the other calls;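 further: luminescence divided by OD600 gain over 9 h not by final OD600 alone; inactives centre near 13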
HSF1 inh: HSF1 inhibitors in luciferase reporter cells, primary screen, cell-based, NIH3T3, luminescence; AID 2098, 2009; NIH3T3-HGL HSE-luciferase, MG132-induced, luminescence 8 h; stronger effect = lower value; activity change, negative = inhibition, % at 7.5 µM (by protocol); hit rate 0.77% among 300,000;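 active means more than half of replicate wells show activity change below -50%, luminescence cut by over half; inconclusive means some wells, but at most half, below -50%; inactive means no replicate well below -50%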;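 further: luciferase reports HSF-1 transcriptional activity via heat shock element; 0% = median of DMSO wells and -100% = zero luminescence signal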
PolyA inh: polyadenylation inhibitors in yeast reporter cells, primary screen, luminescence, S. cerevisiae | S. cerevisiae SKY197-pL101 polyadenylation reporter, beta-gal luminescence; efflux-impaired pdr1/pdr3 knockout yeast; score 100 = 6 SD above DMSO | calls only at 12 µM | hit rate 0.02% among 300,000;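 active means lowest replicate activity score at least 50, where 100 means six control SD above control mean; inconclusive means lowest score under 50 but half or more replicates reach 50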;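 further: yeast exposed to compound for 9 h at 30 °C; higher score means more reporter readthrough which indicates perturbed polyadenylation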
GSK3 alpha inh: blockers of GSK3A enzyme activity – biochemical, luminescence, cell-free homogeneous, HTS, primary screen. Glycogen synthase kinase-3 alpha (Homo sapiens), P49840. GSK-3 alpha kinase, ADP-Glo luminescence, 60 min. inhibition, % at 10 µM. hit rate 0.1% among 320,000. AID 2650, 2010;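 in the data active means inhibition above about 50%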;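 further: GST-tagged GSK-3 alpha with peptide substrate and 25 µM ATP; 0% = DMSO neutral wells and 100% = GW8510 positive control wells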
DYRK1A inh: rat Dyrk1A kinase inhibitors, primary screen, biochemical, single point, plate reader; Dual specificity tyrosine-phosphorylation-regulated kinase 1A (Rattus norvegicus), Q63470; ADP-Glo luminescence, NFATc1 peptide; inhibition, % at 12.5 µM; hit rate 0.43% among 310,000; AID 504441, 2011; in the data active means inhibition above about 50%;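 further: plate controls were vehicle with enzyme for no effect and no enzyme for full effect; many of its hits are not listed in these tables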
Platelet DG rel: inhibitors of platelet dense granule secretion, primary screen, cell-based, MLPCN, human platelets; human platelet-rich plasma, SFLLRN dense granule ATP release, luminescence; inhibition, %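 (compounds screened at 7.5 µM in platelet-rich plasma)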; hit rate 0.22% among 300,000; AID 1663, 2009;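 active means mean replicate score, as percent of positive control, at or above 50; inconclusive means mean below 50 but at least one replicate at or above 50; inactive means mean and every replicate below 50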
HSP90 refold inh: HSP90 inhibitors, primary screen, cell lysate, luminescence | Heat shock protein HSP 90 (rabbit reticulocyte lysate; luciferase refolding) | Rabbit reticulocyte lysate, luciferase refolding luminescence, 3 h | inhibition, % at 5.6 µM | hit rate 0.91% among 290,000;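 active means inhibition above the screen-wide mean plus 3 SD, computed separately per campaign, cut at about 16% in these data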;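 further: 0% = DMSO wells and 100% = 60 µM geldanamycin wells; inhibitors lower the luminescence because luciferase stays unfolded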
HSF1 activator: HSF-1 activators, primary screen, NIH3T3-HGL cells, MG132 stress, luminescence, single point; NIH3T3-HGL HSF-1 luciferase reporter, 8 h; 100% = twice DMSO control signal; hit rate 1.7% among 300,000; activation, % at 9 µM;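 active means mean replicate activation of at least 50% with a set share of replicates each reaching 50%; inconclusive means only one of those two conditions met; inactive means mean below 50% and too few replicates reaching it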;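 further: 0% = median of the neutral control wells and 100% = twice that signal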
HDAC3 inhib: HDAC3 deacetylase inhibitors, primary screen, biochemical, fluorescence, cell-free homogeneous; Histone deacetylase 3 (Homo sapiens), O15379; recombinant HDAC3, fluorogenic peptide/trypsin coupled; inhibition, % at 8.3 µM; hit rate 0.15% among 320,000; AID 2718, 2010; in the data active means inhibition above about 26%, passing the limit was not always enough; inconclusive means no clear call, values can overlap the other calls
Target sequence (O15379 whole entry, looked up): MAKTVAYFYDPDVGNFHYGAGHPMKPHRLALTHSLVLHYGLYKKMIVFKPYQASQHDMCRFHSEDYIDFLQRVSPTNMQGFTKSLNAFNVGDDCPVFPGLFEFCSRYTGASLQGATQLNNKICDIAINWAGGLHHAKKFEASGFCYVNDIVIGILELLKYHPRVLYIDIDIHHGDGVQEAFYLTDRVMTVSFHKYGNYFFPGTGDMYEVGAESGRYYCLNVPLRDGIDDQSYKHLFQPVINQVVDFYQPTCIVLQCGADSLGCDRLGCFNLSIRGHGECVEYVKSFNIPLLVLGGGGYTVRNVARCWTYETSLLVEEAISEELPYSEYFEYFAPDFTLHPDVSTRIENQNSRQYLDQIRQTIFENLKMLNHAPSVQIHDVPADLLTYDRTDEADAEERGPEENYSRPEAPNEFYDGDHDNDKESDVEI
GSK3B inh: human GSK3beta kinase inhibitors, primary screen, biochemical, cell-free homogeneous, HTS | Glycogen synthase kinase-3 beta (Homo sapiens), P49841 | GST-GSK3beta kinase, ADP-Glo luminescence, 60 min; stronger effect = lower value | activity score (negative = inhibition), % at 10 µM | hit rate 0.038% among 300,000 | AID 2097, 2009;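 active means more than half of replicate wells score below -50%, meaning over 50% inhibition versus plate controls; inconclusive means some replicates but at most half score below -50%; inactive means no replicate scores below -50%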;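 further: 0% = median DMSO wells and -100% = median GW8510 positive control wells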
Target sequence (P49841 whole entry, looked up): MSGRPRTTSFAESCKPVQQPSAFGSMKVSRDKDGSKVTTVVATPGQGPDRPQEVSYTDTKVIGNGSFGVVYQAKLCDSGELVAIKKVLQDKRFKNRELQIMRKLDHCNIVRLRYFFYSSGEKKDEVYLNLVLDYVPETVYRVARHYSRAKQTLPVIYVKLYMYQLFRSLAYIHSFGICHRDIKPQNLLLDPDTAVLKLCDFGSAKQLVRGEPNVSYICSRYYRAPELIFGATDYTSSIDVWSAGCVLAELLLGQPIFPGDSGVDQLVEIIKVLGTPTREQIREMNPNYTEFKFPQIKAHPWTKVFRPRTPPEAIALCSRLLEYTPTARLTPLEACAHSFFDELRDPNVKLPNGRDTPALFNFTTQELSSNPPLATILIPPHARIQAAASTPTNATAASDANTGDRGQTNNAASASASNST
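Test system: GST-fused GSK3beta enzyme, cell-free | Quantity: 1.6 ng GST-GSK3beta enzyme per well | Reagent: 25 µM ATP with peptide substrate | Schedule: 60 min enzyme reaction, room temperature | Signal: Luminescent ADP-Glo measurement of ADP formed | Read-out basis: Score relative to plate controls | Control set: DMSO and 20 µM GW8510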
* marks the source's active call; other numbers are inactive results; i = inactive; ? = inconclusive; / = no result given.

No.	canonical_smiles	AI-2 QS mod	HSF1 inh	PolyA inh	GSK3 alpha inh	DYRK1A inh	Platelet DG rel	HSP90 refold inh	HSF1 activator	HDAC3 inhib	GSK3B inh
1	COc1ccc(CNC(=O)C2CCN(S(=O)(=O)c3c(C)n[nH]c3C)CC2)cc1	2	3	i	1	-4	-7	0	-5	11	-1
2	O=C(OCc1cccc(C(F)(F)F)c1)c1cc(S(=O)(=O)N2CCOCC2)ccc1F	-18	1	i	0	/	-2	/	-1	0	-6
3	CCOC(=O)C1(Cc2ccccc2C)CCCN(C(=O)CN2CCCCC2=O)C1 (centres undefined)	13	2	i	-3	-3	-4	0	9	-3	-3
4	O=C(O)CC(NC(=O)C12CC3CC(CC(C3)C1)C2)c1cccc(Cl)c1 (centres undefined)	14	2	i	-4	-2	-1	3	-2	-2	2
5	CC1(C(=O)CSc2n[nH]c(-c3ccccc3Cl)n2)CCC(=O)O1 (centres undefined)	70	4	i	-2	/	-2	-3	7	6	2
6	O=C1CCCCN1CCC(=O)N1CCCC(Nc2ccccc2)C1 (centres undefined)	1	-4	i	0	-5	-1	1	-5	0	-1
7	Cc1ccc(C)c(OCCNc2ncccc2[N+](=O)[O-])c1	-5	3	i	0	2	2	0	12	6	-1
8	COc1ccc(/C=N\NC(=O)COc2ccc(C(C)(C)C)cc2)cc1Cn1nc(C)cc1C	13	-8	i	-3	3	17	0	2	-1	2
9	O=c1[nH]c(=O)n(-c2ccc(F)cc2)c2c1C(C(F)(F)F)(C(F)(F)F)N=C(c1ccc(F)cc1)N2	12	-9	i	-2	-1	11	-2	10	-1	2
10	COc1cccc(CNC(=O)CCNC(=O)Cn2ccc3ccccc3c2=O)c1	9	4	i	-1	0	-2	-3	1	-2	1
11	CSc1nc2cc(S(=O)(=O)N3CCOCC3)ccc2s1	6	-10	i	-2	-6	-3	1	-7	-9	1
12	CCN(CC(=O)NC1CCS(=O)(=O)C1)S(=O)(=O)c1c(C)c(C)cc(C)c1C (centres undefined)	2	-1	i	-1	6	-36	/	-11	1	5
13	COc1cc(CO)c(OC)c([N+](=O)[O-])c1	17	1	i	-1	14	-4	1	4	-11	0
14	O=C(Nc1ccccc1F)c1ccc(C(=O)c2ccccc2)cc1	17	8	i	0	0	15	-4	11	0	1
15	Cc1cc(C)n2nc(CC(=O)NC3CCCC(C)C3C)nc2n1 (centres undefined)	7	1	i	7	2	12	1	-2	-2	0
16	COc1ccccc1NC(=O)CSCC(=O)N1c2ccccc2CCc2ccccc21	31	-2	i	0	-1	6	4	6	6	-2
17	COc1ccc(-c2csc(NC(=O)CSCc3c(C)noc3C)n2)c(OC)c1	32	8	i	0	-4	1	/	9	11	-1
18	O=C(C1=NN[C@@H]2C(=O)N(c3cccc(C(F)(F)F)c3)C(=O)[C@H]12)c1ccc2ccccc2n1	24	-6	i	2	-2	16	-4	-1	5	9
19	Nc1cc(Cl)ccc1Oc1ccc2ccccc2c1	-25	0	i	1	-5	-1	-4	28	10	4
20	Cc1onc(-c2ccccc2Cl)c1C(=O)Nc1cccc(-c2nc3ncccn3c2C)c1	27	-4	i	2	6	-15	-2	-3	-34	-5
21	O=C(NCc1ccc(F)cc1)c1ccccc1OCc1ccccc1	12	-3	i	-4	-2	6	0	11	2	2
22	COc1ccc(CCNC(=O)CS(=O)Cc2nc(-c3ccc(C)cc3)oc2C)cc1OC (centres undefined)	22	7	i	-2	-4	8	0	22	0	1
23	O=C(Cn1nc(C(=O)O)c2ccccc2c1=O)c1cc(F)ccc1F	10	-4	i	-2	11	-2	0	-8	5	0
24	O=[N+]([O-])c1ccc(S(=O)(=O)NCC2COc3ccccc3O2)cc1 (centres undefined)	15	-5	i	-5	7	9	-5	14	-5	0
25	COCC(C)NC(=O)c1cc2cccc([N+](=O)[O-])c2[nH]1 (centres undefined)	/	-4	i	-4	-3	0	-2	6	-1	-1
26	Cc1ccccc1-n1nc(C)c2cc(C(=O)N3CCN(S(=O)(=O)c4ccc(Cl)cc4)CC3)sc21	22	20	i	-4	-1	-2	-1	18	1	-3
27	O=C(NCCOc1ccccc1)c1ccc2c(c1)OCO2	-26	-8	i	4	-3	2	48*	8	6	0
28	CCOC(=O)C1CCN(C(=O)c2ccc(Cl)c(S(=O)(=O)N3CCCC3)c2)CC1	15	-1	i	-2	2	-1	1	6	-7	3
29	Cc1occc1-c1n[nH]c(=S)n1CC(C)C	20	-16	i	-2	-1	-1	-2	-34	8	0
30	CN(Cc1ccccc1)Cc1nc2scc(-c3ccccc3)c2c(=O)[nH]1	-5	-1	i	-2	-1	9	-2	-12	1	0
31	O=C1CC(N2CCCN(C3CC(=O)N(c4ccc(F)cc4)C3=O)CC2)C(=O)N1c1ccc(F)cc1 (centres undefined)	10	-1	i	-1	4	-3	-1	11	-5	1
32	CCCC(=O)Nc1cc(OC)c(NC(=O)NC2CCCCC2)cc1OC	-12	4	i	-5	-5	-4	1	-1	0	4
33	CCOC(=O)C(C)Sc1ncnc2nc[nH]c12 (centres undefined)	5	-6	i	8	7	-3	4	0	-4	-4
34	COc1cc(CN2CCC(CO)(CCOc3ccccc3)CC2)cc(OC)c1OC	13	-1	i	-3	-1	-1	2	-8	-2	2
35	CCn1nc(CCC(=O)O)c2ccccc2c1=O	22	-3	i	-1	0	-1	3	-11	7	-17
36	NS(=O)(=O)c1ccc(S(=O)(=O)N2CCCC2)cc1	22	-6	i	-1	-4	-5	6	-6	-5	-1
37	CC(C)CNS(=O)(=O)c1ccc(CCC(=O)Nc2ccc3c(c2)OCCO3)cc1	6	2	i	-1	-4	-11	3	-9	4	4
38	CC1CCN(c2cc(N3CCOCC3)c(F)cc2[N+](=O)[O-])CC1	9	10	i	1	-41	4	-4	2	7	0
39	CC(=O)Nc1ccccc1NS(=O)(=O)c1ccccc1[N+](=O)[O-]	33	0	i	-2	/	7	-1	17	-9	1
40	Cc1cccc(C(=O)O/N=C(\N)Cc2cccc3ccccc23)c1	25	-1	i	0	0	1	17*	9	1	-1
41	CCOC(=O)C1CCCN(C(=O)CCCn2c(=O)c3cccn3c3cccnc32)C1 (centres undefined)	21	-2	i	-3	-2	0	-1	21	-8	-3
42	COCC(=O)N1CCN(c2cccc(C(F)(F)F)c2)CC1	9	-6	i	-1	-4	3	3	-10	3	2
43	O=C(CCc1nc2ccccc2c(=O)[nH]1)NCC(=O)Nc1ccc(F)c(F)c1	23	-1	i	-1	-1	1	/	12	-12	0
44	COc1ccc(-n2nc(C(=O)NCC(=O)NCC3COc4ccccc4O3)c3ccccc3c2=O)cc1 (centres undefined)	1	1	i	0	9	-1	1	9	-6	1
45	COc1ccc(/C=N/N=C2\SC(CC(=O)O)C(=O)N2c2ccccc2)cc1 (centres undefined)	14	-8	i	-2	-5	18	-2	-21	-3	3
46	CN(Cc1ccccc1)C(=O)c1cccc(N2C(=O)NC3CC2(C)Oc2ccccc23)c1 (centres undefined)	16	1	i	0	-1	-16	0	-13	1	0
47	c1ccc(-c2ccc(-c3ccccn3)nn2)nc1	-10	-20	i	/	/	21	28*	-13	-5	2
48	CCCN=Cc1ccc(O)cc1	12	-10	i	0	-4	9	1	3	-2	-3
49	Cc1ccc(C2NC(=O)c3c(sc4c3CCN(C)C4)N2)s1 (centres undefined)	0	1	i	6	9	-1	-1	-15	-57	2
50	CCOC(=O)C(NC(C)=O)C(=O)Nc1ccc(OC)cc1 (centres undefined)	18	-8	i	/	3	1	-2	5	-9	-1
51	CSC1CCCCC1(O)CSc1nc2ccccc2o1 (centres undefined)	8	9	i	-1	4	-1	-2	14	-6	2
52	NC(=O)CC(NC(=O)c1ccccc1)c1ccc(NC2CCN(Cc3ccccc3)CC2)c([N+](=O)[O-])c1 (centres undefined)	9	-1	i	/	3	-1	-4	-16	2	-5
53	COc1ccc(C(=O)CSc2nnc(Cn3cnc4ccccc43)o2)cc1	15	-4	i	-1	11	-4	5	4	9	0
54	CC1CCN(CCCNC(=O)c2ccc3c(Cl)c4c(nc3c2)CCCC4)CC1	9	18	i	9	5	0	-1	33	?	-4
55	CC1CC(=O)Nc2ccccc2N1S(=O)(=O)c1ccc(C#N)cc1 (centres undefined)	16	7	i	0	1	-7	5	6	2	-2
56	CCCN1CCN(S(=O)(=O)c2c(C)[nH]c(C)c2C(=O)N2CCCCC2)CC1	15	-3	i	0	-6	7	-4	-1	2	0
57	Cc1cc(C)c(C#N)c(SCCS(=O)(=O)Cc2ccccc2)n1	29	1	i	1	-3	2	-3	3	-6	4
58	O=C(Nc1ccc(Cl)c(Cl)c1)c1cccc(S(=O)(=O)NCc2cccnc2)c1	30	-1	i	2	-3	-15	-2	-3	-1	0
59	CCOc1ccccc1CN1CCN(S(C)(=O)=O)CC1	15	-5	i	-2	24	2	-1	-3	2	2
60	Cc1ccccc1/C=C/C(=O)c1ccc([N+](=O)[O-])o1	?	20	i	-2	/	6	/	38	6	1

Carrying on:
No.	canonical_smiles	AI-2 QS mod	HSF1 inh	PolyA inh	GSK3 alpha inh	DYRK1A inh	Platelet DG rel	HSP90 refold inh	HSF1 activator	HDAC3 inhib	GSK3B inh
61	COc1cc(OC)c(C(=O)NCc2cccnc2)cc1OC	12	-4	i	-1	0	-6	1	-7	-16	-4
62	Cc1cc(C(=O)Nc2c(C)nn(Cc3ccc(F)cc3)c2C)on1	11	-3	i	-2	5	25	-1	-16	3	3
63	CC1=NCCN1S(=O)(=O)c1ccccc1[N+](=O)[O-]	6	-6	i	-3	-2	0	0	-8	6	0
64	CN(c1ccccc1C(=O)Nc1ccccc1C(=O)NCc1ccco1)S(C)(=O)=O	14	0	i	-1	6	3	7	-2	0	2

Screening results (PubChem)

Not all compounds are listed; count on the stated rates, not on these rows.
